# PTHR1 agonist – activates the human parathyroid hormone receptor PTHR1; AID 743266; HEK293 GP2 PTHR1 cells, GloSensor cAMP luminescence, 1 h; 410,000 compounds, 0.075% hits; Q03431; Potency, µM (highest dose often 115 µM), for inactives: at the highest dose activation, hits mostly activators; also: potency is read from the fitted curve at half-maximal effect; nearly all actives have a fitted effect of over 55% in size; some results filed as inactive show a strong effect at the top dose; inactives centre near -15; many of its hits are not listed in these tables
#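 HEK-293-derived GP2 cells expressing PTHR1 and a GloSensor cAMP reporter, 3,000/well, plated overnight, given luciferin plus IBMX (each 0.5 mM as added) for 1 h at 37 °C, then compound for 1 h at 37 °C. Luminescence was read after 15 min at room temperature.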
# D3 ag – agonists of human D3 dopamine receptor; P35462; D3R DiscoveRx beta-arrestin cells, luminescence, 90 min; max activation, %; 410,000 compounds, 0.58% hits; AID 652048; in the data active = max activation above about 30%; also: 0% is about no effect; mostly tested at two doses, the higher about 12 µM
#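 Agonist-mode cell screen: cells plated at 1500/well and incubated overnight at 37 °C, then exposed to library compounds for 90 min at 37 °C. Detection reagent was added for 30–60 min at room temperature, and luminescence was read.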
# EPAC2 agonist – agonists of human EPAC2 (RAPGEF4); Q8WZA2; EPAC2 activation, biochemical qHTS; response scale: 100% = 6.5 mM cAMP response; Potency, µM (titrated, usually from 154 µM), without a hit: at the top dose activation, hits mostly activators; 360,000 compounds, 0.079% hits; AID 720711; also: potency is read from the fitted curve at half-maximal effect; nearly all actives have a fitted effect of over 50% in size
# Target sequence (Q8WZA2 whole entry, looked up): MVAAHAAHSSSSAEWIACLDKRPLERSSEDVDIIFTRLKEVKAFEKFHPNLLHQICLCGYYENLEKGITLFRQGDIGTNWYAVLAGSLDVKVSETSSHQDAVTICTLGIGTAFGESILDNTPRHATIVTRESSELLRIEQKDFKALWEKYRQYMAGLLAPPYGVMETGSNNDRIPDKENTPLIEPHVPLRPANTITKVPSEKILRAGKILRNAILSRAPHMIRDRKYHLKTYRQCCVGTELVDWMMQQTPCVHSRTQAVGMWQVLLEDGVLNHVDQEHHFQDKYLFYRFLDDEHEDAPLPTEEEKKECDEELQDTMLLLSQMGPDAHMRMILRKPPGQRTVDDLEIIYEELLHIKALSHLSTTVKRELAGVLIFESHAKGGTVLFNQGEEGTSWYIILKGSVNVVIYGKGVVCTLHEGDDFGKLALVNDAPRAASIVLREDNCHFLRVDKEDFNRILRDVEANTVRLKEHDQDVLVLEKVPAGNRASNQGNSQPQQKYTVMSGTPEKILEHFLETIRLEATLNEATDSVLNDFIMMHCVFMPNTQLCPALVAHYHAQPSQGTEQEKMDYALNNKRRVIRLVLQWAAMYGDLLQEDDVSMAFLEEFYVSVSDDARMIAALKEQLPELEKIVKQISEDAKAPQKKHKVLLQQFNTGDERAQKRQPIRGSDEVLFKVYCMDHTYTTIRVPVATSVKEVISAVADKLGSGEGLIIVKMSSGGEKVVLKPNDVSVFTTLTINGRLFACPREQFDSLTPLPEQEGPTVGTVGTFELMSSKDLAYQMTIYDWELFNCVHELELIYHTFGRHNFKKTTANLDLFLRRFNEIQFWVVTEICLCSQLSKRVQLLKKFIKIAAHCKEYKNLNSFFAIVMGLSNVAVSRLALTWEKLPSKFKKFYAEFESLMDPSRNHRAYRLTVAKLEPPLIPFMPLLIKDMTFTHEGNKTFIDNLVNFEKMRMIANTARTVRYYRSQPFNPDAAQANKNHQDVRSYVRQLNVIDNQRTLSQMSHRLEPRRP
#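 Nucleotide exchange monitored as fluorescence drop when BODIPY-GDP leaves Rap1B. Reaction: 100 nM EPAC2, 250 nM RAP1B-BODIPY-GDP, 50 uM GDP, room temperature, kinetic read over 30 min. Activity expressed relative to 6.5 mM cAMP.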
# CCT chaperon mod – changes cytosolic chaperonin activity. activity change, % (no concentration beside the values), hits read low. 360,000 compounds, 0.3% hits. purified chaperonin ATPase assay, HTRF ADP detection, 30 min; in the data active = activity change below about -30%; also: % is scaled to controls: 0 for no effect and ±100 for the full control effect
#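 ATPase activity: ADP formed was measured by HTRF Transcreener (665/615 nm ratio) after 30 min at 37 deg C with 10 uM ATP. Compounds screened at one 76 uM concentration against 40 or 20 nM TRiC in Tris pH 7.4/KCl/MgCl2/DTT buffer.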
# D3 antag – blocks the human D3 dopamine receptor; P35462; D3R cells, DiscoveRx beta-arrestin luminescence, antagonist mode; hits give low values; max response, negative = inhibition, %; 360,000 compounds, 2.5% hits; AID 652054; in the data active = max response below about -50%; inconclusive = no clear call, values can overlap the other calls; also: % is scaled to controls: 0 for no effect and ±100 for the full control effect; mostly tested at two doses, the higher about 12 µM
#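 Cells plated overnight at 1500 cells/well, then exposed to library compounds with dopamine controls for 90 minutes at 37 degrees C. DiscoveRx reagent added for 30–60 minutes at room temperature; luminescence read, quantitative HTS format.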
# MmCpn inh – blocks the Methanococcus maripaludis chaperonin Mm-Cpn; purified Mm-Cpn ATPase, ADP Transcreener TR-FRET; Potency, µM (top dose mostly 76.9 µM), inactives show at the top dose activity, negative = inhibition, actives largely listed as inhibitors; 330,000 compounds, 0.031% hits; AID 504842; also: potency is read from the fitted curve at half-maximal effect; % is scaled to controls: 0 for no effect and ±100 for the full control effect; nearly all actives have a fitted effect of over 80% in size
#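 ATP (10 uM final) was added to archaeal chaperonin (25 nM final) after 10 min exposure to test compound at 37°C; after 30 min further incubation, ADP was detected by competitive TR-FRET.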
# pAkt inh – Akt phosphorylation inhibition; Neuro2A IGF-stimulated pAkt S473 HTRF, 20 min; hits give low values; activity change, % for hits at 50 µM; 360,000 compounds, 0.32% hits; in the data active = activity change below about -80%; inconclusive = mostly about -51% to -80%; also: % is scaled to controls: 0 for no effect and ±100 for the full control effect
#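 Neuro2A cells (4,500/well, DMEM with 0.5% FBS) were treated with compound at a single 50 µM final concentration, stimulated with 6 nM IGF for 20 min at 37 °C, and lysed. Phospho-Akt Ser473 was read by HTRF as 665/615 ratio ×10^4.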
# EPAC2 antag – blocks human EPAC2 exchange factor; Q8WZA2; EPAC2 GEF exchange of Rap1B-BODIPY-GDP, fluorescence; Potency, µM (doses to about 114 µM), for the others: at the top dose activity, negative = inhibition, actives largely listed as inhibitors; 360,000 compounds, 0.18% hits; also: potency is read from the fitted curve at half-maximal effect; % is scaled to controls: 0 for no effect and ±100 for the full control effect; nearly all actives have a fitted effect of over 45% in size; many of its hits are not listed in these tables
# * = called active by the depositor; i = inactive; ? = inconclusive; / = no result given; [ ] = another dose, or the depositor's remark. Unless noted, calls follow the shape of the dose curve; as a rule, active = well fitted curve in the direction sought with a large enough effect; inconclusive = small, poorly fitted or top-dose-only effect, or another doubt; inactive = no such curve, though single readings can be large; an effect the other way counts as inactive or inconclusive. These rows are one share of the data; rates above refer to the full screens.
SMILES,PTHR1 agonist,D3 ag,EPAC2 agonist,CCT chaperon mod,D3 antag,MmCpn inh,pAkt inh,EPAC2 antag
O=C(NCc1cccnc1)C(=O)Nc1nc(-c2ccccc2)cs1,-8%,13,3%,-1.1,-10,2%,i,3%
Cc1nn(Cc2ccccc2)c(Cl)c1C(=O)OCc1nnc(-c2ccccc2)o1,i,2,5%,-0.5,4,1%,i,-3%
CCOC(=O)C1CN(Cc2ccccc2)C(=O)C1=O (configuration not stated),-22%,-8,14%,-0.7,8,/,i,-2%
O=S(=O)(NCCc1ccccc1)c1cccc2cccnc12,-4%,-6,9%,0.5,-13,-1%,i,-10%
COc1ccc(C(NC(=O)/C=C/c2ccco2)c2ccc(OC)c(OC)c2)cc1 (configuration not stated),i,-2,1%,-0.6,26,-1%,i,19%
CC(C)CNS(=O)(=O)c1ccc(CCC(=O)N2CCCC2)cc1,?,-2,3%,1.7,0,0%,i,1%
O=C(Nc1ccc(Br)cc1F)c1nc[nH]c1C(=O)N1CCc2ccccc2C1,-23%,4,-3%,0.6,7,/,i,-1%
Cc1sc2nc(CN3CCN(S(=O)(=O)c4cccc5nonc45)CC3)[nH]c(=O)c2c1C,i,2,-3%,0.9,17,1%,i,-2%
CC1CCC(NC(=O)CCC(=O)N2CC(C)Oc3ccccc32)CC1 (configuration not stated),-12%,-16,7%,0.4,-92*,-4%,i,-9%
CCOC(=O)C1=C(O)CSC1=Nc1cccc2ccccc12,-10%,-3,7%,-1.2,-6,0%,i,-11%
Cc1ccccc1Nc1n[nH]c(C)c1[N+](=O)[O-],-4%,-7,-7%,-2.1,-26,-1%,i,3%
COc1ccc(C2=NCCn3nc4cc([N+](=O)[O-])ccc4c32)cc1,4%,-3,12%,-5.9,-21,-1%,i,29%
Cc1ccc(-c2nn(-c3ccccc3)cc2C(N)=O)o1,i,13,5%,0.6,7,-6%,i,4%
Cc1cccc(C(=O)Nc2ccc3c(c2)C(=O)NC3=O)c1,-31%[inhibitor],0,1%,-0.2,22,-4%,i,-4%
CCC(C)[C@H](NC(=O)NCc1cccs1)C(=O)OC (some centres not stated),-9%[57.5 µM],-19,-1%,0.7,44,-15%,/,-4%
CC(C)c1ccc2[nH]c(O)c(N=NC(=S)NCCc3ccccc3)c2c1,-27%,0,0%,1.0,-11,3%,i,-21%
COCCCNC(=O)CN(c1ccc(OC)cc1)S(=O)(=O)c1ccc(NC(C)=O)cc1,i,-9,5%,-5.0,-4,2%,i,7%
Cc1cc(C(=O)COc2cccc3cccnc23)c(C)n1C,-5%,-8,5%,-2.9,-23,-4%,i,5%
CCc1ccc2c(c1)C(c1ccc([N+](=O)[O-])cc1)=NNC(c1ccc(Br)cc1)=N2,-7%,1,6%,-0.7,9,1%,i,5%
COc1cc(C(=O)Oc2cccc(/C=N/NC(=O)c3cc(C)[nH]n3)c2)cc(OC)c1OC,i,10,-1%,0.7,80,0%,i,-9%
CC(C)C(=O)Nc1ccc(Nc2ccccc2)cc1,i,-8,2%,0.7,12,-2%,i,-8%
O=C(COC(=O)c1ccc(O)cc1O)NC12CC3CC(CC(C3)C1)C2,-21%,3,8%,1.1,0,-3%,i,-3%
CCN(CCCNC(=O)Cn1ncc2c([nH]c3ccccc32)c1=O)Cc1ccccc1,i,4,-1%,-0.2,-5,3%,/,-13%
O=C(CC1C(=O)NCCN1CC1CCCCC1)NCc1cccc(F)c1F (configuration not stated),i,1,12%,0.6,-5,1%,i,3%
Cc1ccc(OCc2nc3ccccc3n2C(C(=O)NC(C)(C)C)c2ccncc2)cc1 (configuration not stated),i,6,10%,/,13,/,i,0%
Cc1cc(C)c2[nH]c(O)c(N=NC(=S)NCC3CCCO3)c2c1 (configuration not stated),i,2,-5%,0.1,5,0%,i,-2%
Nc1nc(SCC(=O)N2CCCCC2)[nH]c(=O)c1NC(=O)c1ccccc1F,-9%,1,12%,-2.0,1,2%,i,13%
CC(C)=CC(=O)OCC(=O)Nc1ccc(Cl)cn1,-13%[57.5 µM],1,5%,0.8,0,1%,i,1%
CC(=O)c1ccc(OCc2cc(C(=O)N3CCN(c4ccccc4)CC3C)no2)cc1 (configuration not stated),-91%[inhibitor],8,11%,-0.9,15,-1%,i,-6%
CSc1ccc(CCNS(=O)(=O)c2c(C)[nH]c(C)c2C(=O)N2CCCCC2)cc1,-4%,-1,2%,-0.5,3,1%,i,-14%
O=C(CN1C(=O)S/C(=C\c2ccccc2)C1=O)NNC(=O)c1ccccc1O,i,9,-3%,0.6,5,0%,i,1%
CC(/C=N\NC(=O)c1cc(C)oc1C)=C\c1ccccc1,-9%,-5,-8%,-3.2,-7,1%,i,6%
COC(=O)c1cc2ccsc2n1CC(=O)N(C)C1CCCCC1,i,-10,-4%,3.1,-24,-22%,i,8%
COC(=O)c1cccc(Nc2nc(-c3cccnc3)nc3ccccc23)c1,7%,21,0%,1.0,142,-3%,i,-6%
Cc1ccccc1CN1CCCC(C(=O)Nc2ccc(-c3ccn[nH]3)cc2)C1 (configuration not stated),i,-15,7%,-3.5,?,-3%,i,-2%
O=c1c(Cc2ccc(Cl)cc2)c(O)ccn1Cc1ccncc1,-3%,-3,1%,-1.6,-4,3%,i,1%
CC1(C(=O)Nc2ccc3c(c2)OCCO3)CSCC(=O)N1Cc1ccco1 (configuration not stated),i,12,6%,/,7,/,i,-3%
COc1ccc(CC(=O)N2CC(=O)N(CCc3ccccc3)C(=O)C2)cc1,-14%,2,5%,-0.9,-10,0%,i,12%
CCCC(=O)Nc1cc(C)c(NC(=O)c2cccs2)cn1,-18%,3,2%,-3.6,5,-1%,i,14%
C[C@@H]1CN([C@H](C)CO)C(=O)CCCn2nncc2CO[C@H]1CN(C)Cc1ccc2c(c1)OCO2,-20%,1,2%,-1.5,-8,/,i,3%
CC(=O)NC1=C(Nc2ccc(N(C)C)cc2)C(=O)c2ccccc2C1=O,i,-11,6%,1.8,-28,-6%,i,0%
COc1cc(NC(=O)CN2CCC(Cc3ccccc3)CC2)c(C)cc1[N+](=O)[O-],i,18,-1%,-0.2,11,-1%,i,-2%
CCOC(=O)c1sc(NC(=O)CSc2nc3ccccc3o2)c(C(=O)OCC)c1C,i,2,12%,-1.8,8,-1%,i,2%
CC(C)c1ccc2oc(=O)cc(CN3CCN(c4ccc(F)cc4)CC3)c2c1,i,-9,1%,1.4,8,2%,i,-14%
CCn1cc(S(=O)(=O)c2cccc(C)c2)c(=O)c2cc(F)c(N3CCN(C)CC3)cc21,i,-8,-3%,0.0,-5,0%,i,-6%
O=C(CN1CCCCC1)Nc1ccccc1-c1ccccc1,i,-25,12%,-3.8,?,3%,i,-2%
O=C(c1ccc(Br)cc1)N1CCCc2ccccc21,i,4,12%,-2.0,15,-1%,i,-6%
COc1ccc(CCCC(=O)NC2CCCCC2C)c(C)c1 (configuration not stated),-5%[57.5 µM],-5,5%,-5.2,8,1%,i,5%

# Some of these compounds in order of SMILES length, falling.
SMILES,PTHR1 agonist,D3 ag,EPAC2 agonist,CCT chaperon mod,D3 antag,MmCpn inh,pAkt inh,EPAC2 antag
C[C@@H]1CN([C@H](C)CO)C(=O)CCCn2nncc2CO[C@H]1CN(C)Cc1ccc2c(c1)OCO2,-20%,1,2%,-1.5,-8,/,i,3%
CCn1cc(S(=O)(=O)c2cccc(C)c2)c(=O)c2cc(F)c(N3CCN(C)CC3)cc21,i,-8,-3%,0.0,-5,0%,i,-6%
COc1cc(NC(=O)CN2CCC(Cc3ccccc3)CC2)c(C)cc1[N+](=O)[O-],i,18,-1%,-0.2,11,-1%,i,-2%
CCOC(=O)c1sc(NC(=O)CSc2nc3ccccc3o2)c(C(=O)OCC)c1C,i,2,12%,-1.8,8,-1%,i,2%
CC(C)c1ccc2oc(=O)cc(CN3CCN(c4ccc(F)cc4)CC3)c2c1,i,-9,1%,1.4,8,2%,i,-14%
CC(=O)NC1=C(Nc2ccc(N(C)C)cc2)C(=O)c2ccccc2C1=O,i,-11,6%,1.8,-28,-6%,i,0%
CC1(C(=O)Nc2ccc3c(c2)OCCO3)CSCC(=O)N1Cc1ccco1 (configuration not stated),i,12,6%,/,7,/,i,-3%
COC(=O)c1cccc(Nc2nc(-c3cccnc3)nc3ccccc23)c1,7%,21,0%,1.0,142,-3%,i,-6%
O=c1c(Cc2ccc(Cl)cc2)c(O)ccn1Cc1ccncc1,-3%,-3,1%,-1.6,-4,3%,i,1%
CCCC(=O)Nc1cc(C)c(NC(=O)c2cccs2)cn1,-18%,3,2%,-3.6,5,-1%,i,14%
COc1ccc(CCCC(=O)NC2CCCCC2C)c(C)c1 (configuration not stated),-5%[57.5 µM],-5,5%,-5.2,8,1%,i,5%
O=C(CN1CCCCC1)Nc1ccccc1-c1ccccc1,i,-25,12%,-3.8,?,3%,i,-2%
O=C(c1ccc(Br)cc1)N1CCCc2ccccc21,i,4,12%,-2.0,15,-1%,i,-6%

# The list continues:
SMILES,PTHR1 agonist,D3 ag,EPAC2 agonist,CCT chaperon mod,D3 antag,MmCpn inh,pAkt inh,EPAC2 antag
Cc1ccc(NC(=O)CN(C)C(=O)Cc2ccccc2F)cc1,i,2,9%,0.1,-18,2%,i,-2%
CC1Cc2cc(S(=O)(=O)NCCC(=O)NCc3ccc(F)cc3)ccc2N1C(=O)C1CC1 (configuration not stated),-2%,0,8%,-0.7,26,0%,i,-1%
O=C(N/N=C/c1ccoc1)c1cc(O)cc(O)c1,-8%,-10,0%,-2.0,-17,-1%,i,-3%
CNC[C@H](CC1CCCCC1)NC[C@H](NCCC1CCCC1)[C@H](C)O,-28%,-46,-2%,-0.9,?,-12%,i,-3%
Cn1nnc2cc(C(=O)N3CCN(c4ccccn4)CC3)ccc21,-20%,-14,11%,-0.6,-22,?,i,0%
CC1(C)O[C@@H]2[C@H](O1)[C@@H](CO)O[C@H]2n1ccc(=O)[nH]c1=O,-6%,-7,4%,-0.8,-4,1%,i,11%
O=C(O)c1ccc(CSC2CCCCC2)cc1,-9%,-1,3%,1.2,15,1%,i,2%

# Assay outcomes from PubChem.
